pCIP destab: p/CIP protein destabilization. AID 1984. decrease of EGFP signal, % at 10 µM. F442A p/CIP-EGFP cells, EGFP fluorescence, 16 h. Q05BA5. 0.01% of 290,000 active;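 active means EGFP signal decrease of at least 30% at 10 µM or well 3 SD below plate mean, unless failing retest; inactive means the rest, including hits failing retest or dose response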; further: some compounds called inactive have numbers as strong as hits; many of its hits are not listed in these tables
MEKK3 PB1 HTS: raises or lowers MEK5 binding to the human MEKK3 PB1 domain; Q99759; bead-based flow cytometry, Alexa488-MEK5 binding to MEKK3; actives lie on both sides; 0 = blocked by unlabeled MEK5, 100 = vehicle; binding response (% of control), % at 10 µM; 1.4% of 290,000 active;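 active means binding response more than 3 SD above or below the average of its plate-row segment, actives on both sides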;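 further: Alexa488 bead fluorescence after subtracting the streptavidin-only scavenger bead signal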
Target sequence (Q99759 whole entry, looked up, the tested form may be a part): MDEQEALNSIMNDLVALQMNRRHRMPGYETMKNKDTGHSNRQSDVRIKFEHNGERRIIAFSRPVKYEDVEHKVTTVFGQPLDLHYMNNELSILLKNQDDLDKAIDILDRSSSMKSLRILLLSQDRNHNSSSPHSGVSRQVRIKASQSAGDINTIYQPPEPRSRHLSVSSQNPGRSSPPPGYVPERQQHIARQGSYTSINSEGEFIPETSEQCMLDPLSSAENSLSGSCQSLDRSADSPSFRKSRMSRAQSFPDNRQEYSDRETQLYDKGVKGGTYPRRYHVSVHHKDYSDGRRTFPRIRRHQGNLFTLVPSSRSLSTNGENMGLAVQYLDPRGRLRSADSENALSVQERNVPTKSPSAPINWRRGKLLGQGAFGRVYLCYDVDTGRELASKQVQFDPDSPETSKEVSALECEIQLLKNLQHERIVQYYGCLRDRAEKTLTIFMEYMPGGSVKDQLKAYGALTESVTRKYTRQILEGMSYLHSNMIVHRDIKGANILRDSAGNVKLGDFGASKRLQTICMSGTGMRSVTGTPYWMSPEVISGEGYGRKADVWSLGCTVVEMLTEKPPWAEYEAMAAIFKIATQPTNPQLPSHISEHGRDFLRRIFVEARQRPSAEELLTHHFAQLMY
PHOSPHO1 block: PHOSPHO1 (human) inhibition | Q8TCT1 | recombinant PHOSPHO1, absorbance phosphatase assay | inhibition, % at 13.3 µM | 1.1% of 290,000 active; in the data active means inhibition above about 60%
Target sequence (Q8TCT1 whole entry, looked up): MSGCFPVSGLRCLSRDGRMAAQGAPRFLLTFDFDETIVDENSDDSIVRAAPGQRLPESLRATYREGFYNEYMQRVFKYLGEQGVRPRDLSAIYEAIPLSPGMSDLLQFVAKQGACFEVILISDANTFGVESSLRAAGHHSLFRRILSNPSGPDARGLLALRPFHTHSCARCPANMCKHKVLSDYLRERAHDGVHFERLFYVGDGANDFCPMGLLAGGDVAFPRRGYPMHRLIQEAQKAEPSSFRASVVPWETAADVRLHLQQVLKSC
CHRM4 PAM: CHRM4 positive allosteric modulation. P08173. CHO-K1 hM4/Gqi5, Fluo-8 calcium fluorescence, ACh EC20; 0% = ACh EC20, 100% = maximal ACh. activation, % at 3 µM. 0.4% of 360,000 active. AID 624126;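 active means activation above its plate's cutoff, the mean activation of sample wells plus 3 SD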; further: some results filed as inactive read as strong as hits
IDE act: activators of human insulin-degrading enzyme in cells; 0.073% of 340,000 active; AID 493087; HEK cells, FAbeta-B cleavage, fluorescence polarization; 0% vehicle, 100% cell-free pure enzyme wells; P14735; activation, % at 5.96 µM;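 active means activation above the mean of all tested compounds plus 3 SD, set per screening campaign, cut at about 17% in these data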
GalR3 antag: human GalR3 antagonism; 0.44% of 360,000 active; inhibition, % at 3 µM; O60755; HEK293 GalR3-CNG cAMP membrane potential fluorescence; galR3 body fused to GalR1 C-terminus;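 active means inhibition above the screen-wide average plus 3 SD, cut at about 13% in these data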;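 further: forskolin and galanin both at EC90 stimulate the cells; cAMP rise reported by CNG channel membrane potential dye signal; 0% = forskolin plus galanin with DMSO and 100% = forskolin alone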
IDE inh: inhibits human insulin-degrading enzyme in HEK cells | P14735 | FAbetaB cleavage, fluorescence polarization | inhibition, % at 5.59 µM | 0.41% of 320,000 active | AID 434962;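 active means percent inhibition above the average of all tested compounds plus 3 SD, set per screening campaign, cut at about 16% in these data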;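 further: IDE supplied by intact live HEK cells; FP after avidin binding of uncleaved biotin substrate so inhibition keeps polarization high; 0% = DMSO wells and 100% = 60 µM reference IDE inhibitor Ii1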
CRFR2-BP antag: antagonists of CRF-binding protein/CRF-R2 receptor complex | HEK293 CRF-R2/CRF-BP, CRF-induced calcium fluorescence | inhibition, % at 11.8 µM | 0.59% of 350,000 active | AID 588475;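 active means inhibition of the ligand-induced calcium signal above about 50% at the single tested concentration, limit read from the data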
CRFR2-BP ag: agonists of human CRF-binding protein/CRF-R2 receptor complex; HEK293 CRF-R2/CRF-BP, calcium dye fluorescence (FLIPR); percent of saturating CRF peptide response; activation, % at 13.2 µM; 0.46% of 350,000 active; AID 588473;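 active means activation of at least 50%, plus an integration ratio under a set limit after plate pattern correction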;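 further: plate controls were neutral control wells without compound for no effect and CRF at EC100 for full effect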
The depositor's hits bear a star; . = not tested or not shown. Hits appear at their usual frequency; about 4.2% have a hit in one of these screens.

SMILES	pCIP destab	MEKK3 PB1 HTS	PHOSPHO1 block	CHRM4 PAM	IDE act	GalR3 antag	IDE inh	CRFR2-BP antag	CRFR2-BP ag
CCc1sc(C(=O)Nc2ccc(OC)c(S(=O)(=O)N3CCOCC3)c2)cc1C	.	.	.	1	-3	-7	-2	6	-0.1
Cc1cc(OC(=O)c2ccccc2Cl)cc(=O)n1C	-2	100	42	12	2	-3	-3	0	0.9
NC(=O)c1ccsc1NC(=O)CN1C(=O)NC2(CCCC2)C1=O	.	.	.	6	-1	-3	-3	-6	4.4
Cc1ccc(Cl)cc1NC(C#N)c1ccccc1 (stereo unspecified)	-12	129*	18	7	3	3	-2	12	-1.1
CCOc1ccc(NC(=O)C2CCCN2C(=O)OCc2ccccc2)cc1 (stereo unspecified)	17	96	46	14	4	-5	1	-1	-4.2
CCOc1ccc(N2C(=O)Nc3ccccc3C2(O)C(=O)NCc2ccc(F)cc2)cc1 (stereo unspecified)	11	75	15	1	6	-2	0	6	-0.4
CCCCCCN(C(=O)CCCN1C(=O)NC(c2ccc([N+](=O)[O-])cc2)C(C(=O)OCc2ccccc2)=C1C)C(C)C(=O)NCCCC (stereo unspecified)	.	.	.	-8	2	.	.	-14	0.4
COc1ccc2nc3c(c(-c4ccccc4)c2c1)CCC3	-4	104	18	2	-2	-3	-4	4	-1.9
Cc1ccc([C@@H]2CC=C(C(=O)O)[C@H](c3ccc(Br)cc3)N2S(=O)(=O)c2ccc(C)cc2)cc1	.	.	.	-2	0	-6	1	28	5.7
O=C(Nc1ccc2oc(-c3ccccc3F)nc2c1)c1ccccc1F	-15	101	19	-5	-6	-11	2	-5	3.0
CCNC(=O)COC(=O)c1[nH]c(C)c(C(=O)OC)c1C	6	92	20	3	7	-6	-7	-3	2.1
c1ccc2c(c1)CCCN2c1nc2ccccc2n2cnnc12	-11	105	2	2	5	2	4	3	0.8
CCOC(=O)C1=C(COc2ccccc2)NC(=O)NC1c1ccc(Cl)cc1 (stereo unspecified)	-13	100	-2	5	7	-9	-1	-12	-0.7
C=CCSc1nnc(-c2cc3c(C(F)(F)F)nn(C)c3s2)n1C	-10	100	24	1	-2	-8	2	6	-1.1
Cc1ccc(Cn2c(CN(C)Cc3ccccc3)nc3c2c(=O)n(C)c(=O)n3C)cc1	-3	102	-21	17	-6	-3	7	1	9.7
CCOc1ccc(NC(=O)CSC2=NN3CCCC(=O)N=C3S2)cc1	-7	99	27	5	-2	-5	3	4	2.1
CCCCC(CC)C(=O)Nc1cc(C(=O)NCc2ccc(C)cc2)ccc1N1CCC2(CC1)CC(c1cccc(Br)c1)=NO2 (stereo unspecified)	.	.	.	6	-2	-3	7	-1	-0.1
CCCCC1CCC(C(=O)Nc2ccccc2)CC1 (stereo unspecified)	-4	100	-2	2	4	-2	0	-18	0.1
CC(=O)Nc1cnn(Cc2ccc(Br)cc2)c1	-4	110	0	-3	5	-6	4	17	0.4
Cc1ccc2sc(-c3ccc(NC(=O)CCN4C(=O)c5ccccc5C4=O)cc3)nc2c1	5	104	9	.	.	-6	-1	.	.
CCOC(=O)C1(Cc2cccc(OC)c2)CCCN(Cc2cc(C(C)C)n[nH]2)C1 (stereo unspecified)	5	97	50	9	5	-4	-2	-4	-1.1
CCCCCOc1ccc(Cn2ccnc2)cc1[N+](=O)[O-]	-13	95	2	-12	5	-9	4	29	0.9
O=C(Nc1ccccc1)c1ccccc1OCc1ccc(F)cc1	-3	108	15	-8	2	-15	1	-11	0.6
NS(=O)(=O)c1cccc(NC(=O)COC(=O)/C=C/c2nc3ccccc3s2)c1	.	.	.	5	-3	2	-1	2	-5.4
COc1ccc(C2=NN(C(=O)CSc3nc4ncc(Cl)cc4[nH]3)C(c3ccco3)C2)cc1 (stereo unspecified)	-11	94	12	0	1	1	-1	-11	30
COc1cccc(CC2(CO)CCN(C(=O)NC3CCCCC3)CC2)c1	3	105	10	-12	5	-3	0	-12	-1.8
CSc1c(CC(=O)Nc2ccccc2Cl)n(Cc2ccccc2)c2ccccc12	3	97	31	6	4	-2	-5	0	3.8
CN(C)CCN1C(=O)c2oc3ccc(Cl)cc3c(=O)c2C1c1cccc(Br)c1 (stereo unspecified)	4	129*	-17	2	3	-3	-1	-42	10
O=C(CCl)N(Cc1cccc([N+](=O)[O-])c1)c1cccc(Cl)c1	8	105	-20	-7	5	-5	.	-3	0.1
COc1ccc(Br)cc1/C=N/Nc1cccc(C(=O)O)c1	-4	98	-12	0	1	-5	4	35	-1.8

Single records, from the list above. Order of values: pCIP destab	MEKK3 PB1 HTS	PHOSPHO1 block	CHRM4 PAM	IDE act	GalR3 antag	IDE inh	CRFR2-BP antag	CRFR2-BP ag
Entry for CCOc1ccc(NC(=O)CSC2=NN3CCCC(=O)N=C3S2)cc1 → -7	99	27	5	-2	-5	3	4	2.1
Entry for C=CCSc1nnc(-c2cc3c(C(F)(F)F)nn(C)c3s2)n1C → -10	100	24	1	-2	-8	2	6	-1.1
Entry for CC(=O)Nc1cnn(Cc2ccc(Br)cc2)c1 → -4	110	0	-3	5	-6	4	17	0.4
Entry for CN(C)CCN1C(=O)c2oc3ccc(Cl)cc3c(=O)c2C1c1cccc(Br)c1 (stereo unspecified) → 4	129*	-17	2	3	-3	-1	-42	10
Entry for COc1cccc(CC2(CO)CCN(C(=O)NC3CCCCC3)CC2)c1 → 3	105	10	-12	5	-3	0	-12	-1.8

Following part:
SMILES	pCIP destab	MEKK3 PB1 HTS	PHOSPHO1 block	CHRM4 PAM	IDE act	GalR3 antag	IDE inh	CRFR2-BP antag	CRFR2-BP ag
CC(=O)n1c2c(c3ccccc31)OC(N)=C(C#N)C2c1cccc(Cl)c1Cl (stereo unspecified)	6	103	3	-3	3	-5	-3	-8	3.7
O=C(NCC1COc2ccccc2O1)C1(c2ccccc2)CCCC1 (stereo unspecified)	-13	95	25	10	2	-4	-5	-8	-1.2
CCCCn1c(NCc2ccccc2O)nc2ccccc21	-8	103	2	-2	1	.	5	-17	0.2
COc1ccc(-c2sc3ccc(OC)cc3c2-c2ccc(OC)c(F)c2)cc1	.	.	.	-4	3	-4	-3	11	9.4
CC(=O)Nc1cc([N+](=O)[O-])ccc1OCc1ccccc1	.	.	.	4	2	-3	.	-2	-1.3
O=S(CC(O)(c1ccccc1)c1ccccc1)CC(O)(c1ccccc1)c1ccccc1	.	.	.	-5	.	-8	.	-11	-3.5
COc1ccc(N(CC(=O)Nc2ccccc2C(=O)N2CCOCC2)S(=O)(=O)c2ccc(F)cc2)cc1	-15	100	-10	-8	5	2	0	-15	-0.1
Cc1cccc(N2CCN(CC(O)COCc3cccs3)CC2)c1C (stereo unspecified)	-10	104	-31	0	0	-7	4	12	-2.5
CC1=C(C(=O)OCC2CCCO2)C(c2ccc(Cl)cc2)NC(=O)N1 (stereo unspecified)	-5	96	53	11	-3	-3	7	-4	-1.1
CC(=O)N1CC(C)Sc2ccc(S(=O)(=O)NCc3ccc(F)cc3)cc21 (stereo unspecified)	-9	95	12	-6	2	-8	-6	0	1.1
COc1ccc(-c2csc(NC(=O)CCNC(=O)c3ccco3)n2)cc1	.	.	.	5	.	-2	.	7	0.2
COc1ccc(CC(=O)Nc2c3c(nn2C(C)(C)C)CS(=O)C3)cc1 (stereo unspecified)	-16	105	9	3	6	6	1	-3	0.4
c1ccc(CCc2ccccn2)cc1	.	.	.	9	5	-3	.	-5	2.8
O=c1c(O[C@@H]2O[C@H](CO)[C@@H](O)[C@H](O)[C@H]2O)c(-c2ccc(O)cc2)oc2cc(O)cc(O)c12	.	.	.	18	4	.	-2	0	0.0
O=C(/C=C/c1c(F)cccc1Cl)c1ccc(F)cc1	-4	92	9	-3	-2	-4	1	13	2.8
CSc1ccc(CN(C)CC(=O)Nc2ccc(C)cc2Br)cc1	2	89	-5	-6	2	-2	-1	-12	-0.6
CCN(CC(=O)NC(=O)NCc1ccco1)Cc1ccccc1	.	.	.	5	3	-4	-2	4	0.1
N=c1oc2cc(O)ccc2cc1C(=O)Nc1ccc(Br)cc1	-18	103	8	3	0	-1	3	-12	42
COc1ccc(CNC(=O)c2ccc(NC(=O)C3CCCO3)cc2)cc1 (stereo unspecified)	-12	93	18	-6	2	-2	7	7	-2.4
O=C(CN1CCN(S(=O)(=O)c2ccccc2)CC1)N1CCCCC1	.	.	.	1	-1	1	0	7	0.9
Oc1cccc(/C=N/Nc2ccc(Cl)nn2)c1O	4	102	36	1	7	-10	-3	-15	0.0
O=c1[nH]c(SCc2ccc(Cl)cc2)nc2c1CCC2	-14	.	-18	9	-5	-3	-4	-39	-0.1
CSCCC(NC(=O)COc1ccccc1)C(=O)N1CCN(c2ccccc2O)CC1 (stereo unspecified)	.	.	.	-8	4	-3	-2	-15	18
Cc1occc1-c1nnc(SCc2nc3ccccc3c(=O)n2CC#N)n1C	-15	95	56	2	-4	-5	3	7	2.4
O=C(Cn1cc(C(=O)C2CC2)c2ccccc21)Nc1ccccc1Cl	-5	99	26	1	3	-9	-1	-8	0.6
CCN(CC)S(=O)(=O)c1ccc(Nc2cc(C)nc3ncnn23)cc1	-7	62	-7	15	-1	-4	-2	0	2.9
COc1ccc(C(=O)Nc2ccc(NC(=O)c3cc(OC)c(OC)c(OC)c3)cn2)cc1	-3	104	23	-3	-8	-9	11	-2	-0.3
Cn1cccc1-c1nc2ccccc2n1Cc1ccccc1	-2	103	-10	-3	1	-9	-2	18	-1.1
CCN(CC)C(=S)SCC(=O)Nc1cccc(C(F)(F)F)c1	.	112	.	-11	4	-4	-5	-4	0.2
NC(=O)c1c(NC(=O)c2ccccc2)sc2c1CCCC2	-2	102	24	-6	0	-13	2	-4	0.3
Nc1ccc(-c2nc3ncccc3o2)c(O)c1	0	103	42	-5	4	-9	1	2	-6.9
O=C(NCCSc1c[nH]c2ccccc12)C1CC1	1	114	-2	-1	-2	.	2	-8	0.1
COc1cc(NC(=S)N2CCC(C(O)(c3ccccc3)c3ccccc3)CC2)cc(OC)c1	-6	98	10	-3	-1	-4	0	11	0.0
C=C(C)CN1CCN(c2ccc(N3C(=O)CCCC3=O)cc2[N+](=O)[O-])CC1	-12	97	16	-1	-5	9	3	-3	1.0
Cc1ccccc1SC1CCN(Cc2nc(C3CC3)no2)CC1	-25	94	10	-5	-4	-2	2	8	-0.2
CC1=C(C(=O)Nc2ccccc2)C(c2ccccc2)N2C(=O)CSC2=N1 (stereo unspecified)	7	88	-7	9	5	-4	2	10	-1.2
Cc1nc2ccccc2n1CC(O)COCC1CC=CCC1 (stereo unspecified)	-15	105	-1	5	1	-4	2	20	0.2
Oc1ccc2ccccc2c1CNc1ccc(Br)cc1	-2	99	33	.	.	-5	3	12	0.3
Cc1cc(C(=O)CSc2nnc(N)s2)c(C)n1CCc1ccc(F)cc1	-4	100	-55	-10	3	6	2	-9	-0.8
CC(Sc1n[nH]c(-c2cccs2)n1)C(=O)N1CCCC1 (stereo unspecified)	.	.	.	4	3	-5	-2	0	-1.8
CCCC(=O)Nc1nnc(-c2ccccc2)o1	-4	95	48	14	8	5	4	9	-2.0
COc1cc2cc(C#N)c(SCC(=O)N3CCOCC3)nc2cc1OC	11	101	-3	-3	4	-1	-1	8	-0.3
CNC(=O)N(C1=NCC(C)(C)S1)c1ccc(F)c(Cl)c1	-15	115	3	6	5	.	5	-19	20
CC(=O)Nc1ccc(NC(=O)C(C)Sc2n[nH]c(-c3cccs3)n2)cc1 (stereo unspecified)	.	.	.	5	4	-2	-5	5	-0.2
COc1cc(/C=C/C(=O)NCCN2CCOCC2)cc(OC)c1OC	-7	95	15	14	4	1	-3	22	-1.6

Screening results from PubChem.
